Efflux pump inh = inhibitors of Candida antifungal efflux pumps expressed in yeast; inhibition, % at 10 µM; hit rate 0.44% among 330,000; S. cerevisiae Candida pump triplex, Nile Red efflux;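 active = plate passing quality check with inhibition over a set limit, or well fluorescence over plate mean plus 4 SD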;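 also: Nile Red retained in pooled yeast measured as flow cytometry median fluorescence; 0% = buffer negative control and 100% = Enniatin B positive control; higher means more Nile Red kept so more efflux inhibition; some compounds called inactive have numbers as strong as hits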
Fam108B counter = counter-screen for RBBP9 inhibitors: inhibitors of mouse Fam108B. AID 1947. hit rate 0.33% among 300,000. inhibition, % at 9.51 µM. recombinant Fam108B, FP-Rh probe fluorescence polarization;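 active = inhibition above the screen mean inhibition plus 3 SD, computed separately per campaign, cut at about 18% in these data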;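 also: inhibitors lower polarization as less probe binds the enzyme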
BCLXL inh = blocks human Bcl-xL binding to Bim BH3 peptide; hit rate 0.7% among 320,000; GST-Bcl-xL / FITC-Bim BH3 peptide fluorescence polarization; inhibition, % at 10.9 µM;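 active = inhibition above the mean of all tested compounds plus 3 SD, cutoff set per campaign, cut at about 30% in these data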;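 also: 0% = DMSO wells and 100% = unlabeled Bim-BH3 peptide competitor; inhibitors lower millipolarization by displacing the labeled peptide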
CR mimetic SO = lowers age-related superoxide in aged yeast cells; hit rate 0.18% among 330,000; superoxide response (% of plate mean), % at 10 µM; S. cerevisiae aged cells, superoxide DHE fluorescence; stronger effect = lower value;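 active = superoxide response under a set limit, about three screen SD below normal, cut at about 65% in these data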;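 also: yeast aged for seven days with compound at 30 °C before DHE staining; 100% = average MFI of all compound-treated wells on the plate with controls excluded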
ZTA counter = counter-screen for EBNA-1 inhibitors: inhibitors of Epstein-Barr virus ZTA | P03206 | ZTA-DNA binding, fluorescence polarization | inhibition, % at 11 µM | hit rate 0.15% among 320,000 | AID 2234; in the data active = inhibition above about 33%
MEX-5 binding = C. elegans MEX-5 TCR-2 RNA binding activity; hit rate 0.38% among 300,000; MEX-5/FITC-TCR2 RNA binding, fluorescence polarization; stronger effect = lower value; AID 1832; Q9XUB2; activity score (negative = inhibition of binding), % at 10 µM;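 active = inhibition past about -25% in most replicates, and total fluorescence under double the plate's negative control median, limit read from the data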;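 also: 0% = DMSO and -100% = 5 µM competing unlabeled TCR2 RNA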
Target sequence (Q9XUB2 whole entry, looked up): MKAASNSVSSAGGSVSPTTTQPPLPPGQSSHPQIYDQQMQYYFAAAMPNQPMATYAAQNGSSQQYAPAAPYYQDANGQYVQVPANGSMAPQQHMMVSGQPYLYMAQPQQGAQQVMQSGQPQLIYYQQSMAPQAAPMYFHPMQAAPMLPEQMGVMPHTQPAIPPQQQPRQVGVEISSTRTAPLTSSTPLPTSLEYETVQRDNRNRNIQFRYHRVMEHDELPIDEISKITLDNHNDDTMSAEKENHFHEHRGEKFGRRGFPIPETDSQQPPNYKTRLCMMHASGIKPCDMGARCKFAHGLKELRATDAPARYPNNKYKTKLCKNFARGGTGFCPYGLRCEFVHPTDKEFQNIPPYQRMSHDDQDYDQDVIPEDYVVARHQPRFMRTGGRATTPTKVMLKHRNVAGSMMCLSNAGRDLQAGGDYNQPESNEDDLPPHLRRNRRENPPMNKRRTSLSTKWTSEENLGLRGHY
GLD-1 RNA inh = GLD-1-TGE RNA interaction inhibition (C. elegans) | Q17339 | AID 2280 | hit rate 0.44% among 320,000 | inhibition, % at 5.96 µM | purified GLD-1 + fluorescein TGE RNA, fluorescence polarization;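 active = percent inhibition above a per-plate cutoff, the plate mean of test compounds plus 3 SD, cut at about 30% in these data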;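 also: 0% = DMSO wells with GLD-1 and probe and 100% = wells lacking GLD-1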
Target sequence (Q17339 whole entry, looked up): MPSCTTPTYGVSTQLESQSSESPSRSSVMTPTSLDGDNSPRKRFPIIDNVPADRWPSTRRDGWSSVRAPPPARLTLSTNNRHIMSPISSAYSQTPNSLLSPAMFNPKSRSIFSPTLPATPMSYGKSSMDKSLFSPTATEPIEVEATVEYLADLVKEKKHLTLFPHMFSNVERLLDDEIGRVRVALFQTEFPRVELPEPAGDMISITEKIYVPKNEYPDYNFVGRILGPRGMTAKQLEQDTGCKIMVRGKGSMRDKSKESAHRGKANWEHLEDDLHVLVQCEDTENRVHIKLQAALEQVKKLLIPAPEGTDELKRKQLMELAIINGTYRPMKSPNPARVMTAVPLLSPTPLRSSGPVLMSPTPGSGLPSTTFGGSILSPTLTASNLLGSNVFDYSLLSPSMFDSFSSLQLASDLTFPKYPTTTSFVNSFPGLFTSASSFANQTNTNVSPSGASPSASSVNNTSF
EBNA-1 inhibitor = blocks EBNA-1 binding to DNA; EBNA-1 DNA binding, fluorescence polarization; inhibition, % at 14.8 µM; hit rate 0.34% among 300,000; in the data active = inhibition above about 28%
MCL1 BIM primary = MCL1-BIM-BH3 interaction inhibition (human). Q07820. GST-MCL1 / FITC-Bim-BH3 fluorescence polarization. inhibition, % at 10.9 µM. hit rate 0.68% among 320,000;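 active = inhibition above the mean inhibition of all tested compounds plus 3 SD, set per campaign, cut at about 40% in these data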;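 also: 0% = DMSO wells and 100% = unlabeled Bim-BH3 peptide control; higher means more loss of mP so more displacement of Bim peptide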
* = called active by the depositor; x = not tested or not shown.

Results follow in this order: Efflux pump inh, Fam108B counter, BCLXL inh, CR mimetic SO, ZTA counter, MEX-5 binding, GLD-1 RNA inh, EBNA-1 inhibitor, MCL1 BIM primary
Cc1cc(Cl)ccc1OCc1n[nH]c(=S)n1C1CCCCC1
    0.4, 2, -26, 114, -4, 1.4, 5, -3, -16
CSCCC(NS(=O)(=O)/C=C/c1ccccc1)C(=O)N1CCC(C)CC1 (stereo not given)
    0.1, 2, 2, 103, 25, 1.7, 5, -2, -3
COc1ccc(S(=O)(=O)NCc2ccco2)cc1C(=O)N1CCOCC1
    -0.3, 0, -2, 102, 1, -2.9, -9, -13, -5
O=C(COc1ccc2ccccc2c1)Nc1nccs1
    -0.1, 4, 4, 94, 10, 0.4, -9, 0, -3
O=C(Nc1nccs1)c1nc[nH]c1C(=O)NCc1ccccc1
    -0.1, x, 4, 112, 11, x, 3, x, 5
COc1ccc(/C=N/n2c(-c3cccs3)n[nH]c2=S)cc1
    0.1, 0, -25, 82, -3, -1.2, -1, 2, -22
NCCCCCC(=O)N/N=C/c1ccc2nccnc2c1
    0.2, -4, 7, 85, 8, -1.8, 1, 6, 6
CCNC(=O)N1CCN(C(=O)NCC)CC1
    -0.1, -1, 2, 96, 6, 0.1, -1, 0, 3
CC(=O)c1ccc(-c2ccc(C(=O)N(C)c3c(N)n(Cc4ccccc4)c(=O)[nH]c3=O)o2)cc1
    -0.1, -2, 1, 96, -15, 0.6, 1, 2, -3
COc1cccc(CC(=O)Nc2ccc3c(c2)CCC3)c1
    0.1, 0, 4, 80, 10, 1.3, 4, -7, -7
CC[C@@H](C)C(NC(=O)OC(C)(C)C)c1cn([C@@H](Cc2ccc(O)cc2)C(=O)N2CCN(C(=O)OC(C)(C)C)CC2)nn1 (stereo not given in full)
    0.1, 1, 5, 95, 12, 3.6, -1, 0, 2
O=C(Nc1nc2ccccc2s1)c1ccc(OCC2CCCO2)cc1 (stereo not given)
    0.0, -5, 3, 96, 17, -4.6, -2, 5, 2
O=C(CCC(=O)N/N=C/c1cc(Cl)cc(Cl)c1O)NCc1ccccc1
    -0.1, -3, 8, 96, -30, 1.5, 2, -2, 20
COc1ccc(CCNC(=O)CSc2nn(-c3ccccc3)c(=S)s2)cc1
    -0.1, 4, 2, 101, -4, -2.0, 6, -7, 5
CC(C)C(=O)Nc1ccc2nn(-c3ccc(F)cc3)nc2c1
    -0.2, 3, 4, 112, -5, -1.5, 5, 7, 2
Cc1ccc(OCCNC(=O)CCc2nc3sc4c(c3c(=O)[nH]2)CCCC4)cc1
    3.5, -2, -2, 99, 6, -1.9, -8, 2, 6
CCOC(=O)c1c(C)[nH]c(C)c1S(=O)(=O)N1CCN(c2cccc(C)c2)C(C)C1 (stereo not given)
    0.3, 4, 11, 80, 4, 3.1, 2, -14, 1
CC1Cc2ccccc2N1C(=O)C1CCCN1S(=O)(=O)c1ccc(Cl)cc1 (stereo not given)
    0.1, 2, 6, 100, 0, 1.3, 6, 1, 8
O=C1N=C(N2CCOCC2)S/C1=C\C=C/c1ccccc1
    0.0, 0, 8, 99, -10, -0.6, 2, -7, 5
O=C(COC(=O)c1cc[n+]([O-])cc1)Nc1cccc(Cl)c1Cl
    0.0, 1, 13, 126, -13, -2.2, -7, 0, 3
N#Cc1cn(CC(=O)NCc2cccnc2)c2ccccc12
    0.2, 3, 3, 100, -2, 1.6, 11, -9, 1
COc1cc(/C=N/NC(=O)CCn2c3ccccc3c3ccccc32)ccc1O
    0.0, 24*, -1, 95, -17, 3.8, 4, 1, 19
CN(CC(=O)Nc1ccc(Cl)c(C(F)(F)F)c1)C(=O)c1ccc(N2CCOCC2)c([N+](=O)[O-])c1
    -0.3, 3, -5, 94, -3, -0.1, 4, -3, -9
Cn1nc(C(C)(C)C)cc1C(=O)NCc1ccc(N2CCCC2=O)cc1
    0.2, 4, 6, 84, -12, -0.4, 2, 6, 7
CC(Oc1ccc2ccc(=O)oc2c1)C(=O)NCCN1CCOCC1 (stereo not given)
    -0.3, 0, 3, 72, -3, 1.2, 7, 4, 1
C/C=C/C(=O)OCC(=O)NC(=O)NC(C)C
    -0.1, 1, 4, 92, -12, 0.6, 0, 7, 7
COc1ccccc1OCCSc1nnnn1C1CCCCC1
    -0.1, 1, 4, 95, -18, 2.8, 4, 4, 3
O=C1Nc2ccc(Cl)cc2C12Nc1ccccc1-c1nnc(SCc3ccccc3F)nc1O2 (stereo not given)
    0.2, -1, 5, 121, 11, -7.5, -2, 9, 8
O=c1[nH]c2cc3c(cc2cc1C(c1nnnn1C1CCCCC1)N1CCSCC1)OCCO3 (stereo not given)
    0.1, -8, 6, 87, 4, x, 11, -3, 0
CCC(C)NC(=O)C1(C)CCC(=O)N1Cc1ccccc1OC (stereo not given)
    -0.1, -1, 4, 92, -9, -0.7, 0, 4, 3

Shown as labelled records: part of the list above
CC(Oc1ccc2ccc(=O)oc2c1)C(=O)NCCN1CCOCC1 (stereo not given)
  Efflux pump inh: -0.3	Fam108B counter: 0	BCLXL inh: 3	CR mimetic SO: 72	ZTA counter: -3	MEX-5 binding: 1.2	GLD-1 RNA inh: 7	EBNA-1 inhibitor: 4	MCL1 BIM primary: 1
C/C=C/C(=O)OCC(=O)NC(=O)NC(C)C
  Efflux pump inh: -0.1	Fam108B counter: 1	BCLXL inh: 4	CR mimetic SO: 92	ZTA counter: -12	MEX-5 binding: 0.6	GLD-1 RNA inh: 0	EBNA-1 inhibitor: 7	MCL1 BIM primary: 7

Next section:
Structure	Efflux pump inh	Fam108B counter	BCLXL inh	CR mimetic SO	ZTA counter	MEX-5 binding	GLD-1 RNA inh	EBNA-1 inhibitor	MCL1 BIM primary
CC(C)(C)OC(=O)NCCNC(=O)c1cccs1	-0.1	0	4	97	2	1.5	3	-2	-6
O=C(CN(CC1CCCO1)C(=O)CNS(=O)(=O)c1ccc(F)cc1)NC1CCCC1 (stereo not given)	-0.1	1	1	94	-6	-0.4	1	-1	5
O=C(N/N=C/c1ccco1)c1ccn[nH]1	0.0	-2	-6	74	-3	1.2	6	6	-8
COc1cc(/C=N/NC(N)=O)c(Br)cc1OCC(=O)Nc1ccccc1C	0.0	-1	7	100	0	1.6	-5	17	-2
Cc1ccccc1-n1ncc2c1CC(C)(C)CC2NC(=O)CCC(F)(F)F (stereo not given)	-0.1	-3	-1	96	5	-1.4	9	2	3
COc1cccc(N2CCN(C(=S)Nc3ccc(F)cc3)CC2)c1	0.3	2	4	106	7	-1.7	2	-8	12
COc1ccc(OC)c(NC(=O)CSc2nncc(=O)n2N)c1	0.1	5	8	110	-1	-2.5	-1	-3	13
COc1ccc(CCN=C(N)NS(=O)(=O)c2ccc(C)c(C)c2)cc1OC	0.0	0	1	98	7	-3.2	5	-9	3

Reprinted at random: three entries already listed
Structure	Efflux pump inh	Fam108B counter	BCLXL inh	CR mimetic SO	ZTA counter	MEX-5 binding	GLD-1 RNA inh	EBNA-1 inhibitor	MCL1 BIM primary
O=C(N/N=C/c1ccco1)c1ccn[nH]1	0.0	-2	-6	74	-3	1.2	6	6	-8
COc1cc(/C=N/NC(N)=O)c(Br)cc1OCC(=O)Nc1ccccc1C	0.0	-1	7	100	0	1.6	-5	17	-2
COc1cccc(N2CCN(C(=S)Nc3ccc(F)cc3)CC2)c1	0.3	2	4	106	7	-1.7	2	-8	12

The results go on.
Structure	Efflux pump inh	Fam108B counter	BCLXL inh	CR mimetic SO	ZTA counter	MEX-5 binding	GLD-1 RNA inh	EBNA-1 inhibitor	MCL1 BIM primary
CCNc1nc(SCCOc2ccccc2)nc(N(C)C)n1	-0.1	-4	0	145	-7	0.6	1	3	1
COc1ccc(CNc2cc(C)ccc2C)c(OC)c1OC	-0.2	2	-1	81	1	-1.3	5	4	-3
CNc1snc(C)c1C(=O)OC(C)C(=O)c1ccc(F)cc1 (stereo not given)	0.2	x	-2	135	-7	x	0	x	0
O=C(Nc1ccc(Oc2cccnc2)nc1)c1ccc(C(F)(F)F)cc1	-0.1	0	4	82	-2	-0.9	7	2	8
CCOC(=O)Cn1c(=NC(=O)c2sc3ccccc3c2Cl)sc2cc(S(N)(=O)=O)ccc21	-0.2	-54	-7	96	12	2.8	20	17	-30
CCCn1c(=O)c2[nH]c(-c3ccc(S(=O)(=O)O)cc3)nc2n(CCC)c1=O	0.0	-1	4	88	-5	x	-4	7	-1
CC(C)(C)OC(=O)N[C@@H](CC(=O)OCc1ccccc1)C(=O)O	-0.1	-1	3	94	-26	0.8	9	-18	3
CC(=O)N(CCC(c1ccccc1)c1ccco1)Cc1cccs1 (stereo not given)	0.0	0	2	100	3	1.2	-1	4	3
CCCNC(=O)NC(=O)COC(=O)/C=C/c1cc(Br)ccc1F	-0.4	6	4	89	-2	0.4	1	5	5
CC1CCCN(CCC(=O)Nc2ccc(F)c(F)c2)C1 (stereo not given)	0.0	0	-11	93	13	1.1	6	5	-8
COCCNCc1ccccc1	0.5	1	0	101	3	1.6	2	-3	-5
COc1ccc(S(=O)(=O)NCc2ccc3c(c2)cc(C)n3C)cc1	0.0	4	13	100	-3	-1.2	11	1	13
Cc1cccc(N(CC(=O)NC(C)C)C(=O)CCC(=O)Nc2nccs2)c1	0.0	-1	4	104	-3	1.1	5	-2	3
O=C(Nc1ccccc1)N1CCCC(c2nc(-c3cccs3)no2)C1 (stereo not given)	-0.1	-3	-1	73	-4	2.7	4	1	1
Cc1ccc(O)c(N=Nc2nccs2)c1	0.0	x	-1	101	12	x	0	x	2
O=C(Nc1ccc2c(c1)OCO2)c1noc2c1CCCCC2	0.0	4	-2	104	5	0.4	1	3	-9
O=S(=O)(NCc1cccs1)c1ccccc1Cl	0.0	0	2	100	2	-3.3	-2	3	3

Source: PubChem (several laboratories)

An unsorted share of the library; overall some 2.3% were active at least once.
